TrxR1 substrate: rat thioredoxin reductase 1 substrate activity. purified TrxR1 substrate turnover, NADPH consumption readout. O89049. actives 0.01% (n = 390,000). Potency, µM (highest dose often 114 µM), without a hit: top-dose activity change, negative = substrate turnover; note: potency is the fitted concentration of half-maximal effect; % is set by controls: 0 for no effect and ±100 for the full control effect; nearly all actives have a fitted effect of over 50% in size
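Rat TrxR1, dispensed at 90 nM, was prereduced with 400 uM NADPH (final) for 5 min at ~22 deg C, then incubated with compound 15 min before 400 uM selenite. A first-read NADPH fluorescence drop versus no-compound background flagged substrates.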
TRHR PAM: allosteric enhancers of human TRH receptor; enhancement, % at 2 µM; actives 0.66% (n = 360,000); P34981; TRHR cells, fluo-8 calcium fluorescence, EC20 TRH enhancement; in the data active = enhancement above about 30%; note: 0% is about no effect
Target sequence (P34981 whole entry, looked up): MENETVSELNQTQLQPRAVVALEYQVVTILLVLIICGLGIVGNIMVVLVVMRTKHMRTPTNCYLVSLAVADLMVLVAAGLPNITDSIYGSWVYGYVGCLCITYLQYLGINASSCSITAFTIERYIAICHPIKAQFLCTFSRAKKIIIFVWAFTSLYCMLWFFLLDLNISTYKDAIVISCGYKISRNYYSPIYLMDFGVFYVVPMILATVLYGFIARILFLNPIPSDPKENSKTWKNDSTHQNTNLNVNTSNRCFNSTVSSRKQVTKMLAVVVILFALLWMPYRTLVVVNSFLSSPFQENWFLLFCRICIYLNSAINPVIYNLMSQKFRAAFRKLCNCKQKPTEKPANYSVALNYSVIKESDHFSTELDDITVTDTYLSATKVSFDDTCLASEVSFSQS
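Enhancer read-out: after compound pinning and an initial kinetic agonist-mode read, an EC20 of TRH (10 nM final) was injected and fluo-8 calcium signal (Ex 480/Em 530) followed at 1 s/cycle for 100 cycles in TRHR-expressing cells.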
IDH1 R132H inh: blocks human mutant IDH1 R132H enzyme; O75874; IDH1-R132H enzyme, NADPH consumption, diaphorase/resazurin fluorescence; Potency, µM (top dose mostly 76.6 µM), without a hit: at the top dose activity change, negative = inhibition, most hits filed as inhibitors; actives 0.093% (n = 390,000); AID 602179; note: potency is the fitted concentration of half-maximal effect; % is set by controls: 0 for no effect and ±100 for the full control effect; nearly all actives have a fitted effect of over 65% in size
Target sequence (O75874 whole entry R132H, stated change not applied): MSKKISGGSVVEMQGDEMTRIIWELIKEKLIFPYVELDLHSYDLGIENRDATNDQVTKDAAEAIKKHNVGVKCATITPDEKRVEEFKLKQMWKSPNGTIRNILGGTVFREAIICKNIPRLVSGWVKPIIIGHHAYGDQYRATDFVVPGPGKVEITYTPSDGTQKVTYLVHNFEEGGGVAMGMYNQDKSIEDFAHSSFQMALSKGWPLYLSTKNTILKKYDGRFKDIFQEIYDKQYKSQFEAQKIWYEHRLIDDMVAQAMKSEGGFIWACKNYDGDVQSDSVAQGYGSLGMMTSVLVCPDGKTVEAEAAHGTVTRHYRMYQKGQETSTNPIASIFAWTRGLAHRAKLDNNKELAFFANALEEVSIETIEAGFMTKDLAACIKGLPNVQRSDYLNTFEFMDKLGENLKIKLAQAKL
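IDH1-R132H (0.5 ug/mL dispensed) in pH 7.5 Tris buffer was preincubated 30 min with compound, then given a substrate mix of 0.016 mM NADPH and 2 mM alpha-KG for 80 min at room temperature; remaining NADPH was read by diaphorase/resazurin fluorescence.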
USP1 inh: blocks the human USP1/UAF1 deubiquitinase complex | actives 0.23% (n = 390,000) | O94782 | Potency, µM (titrated, usually from 57.1 µM), inactives show top-dose activity change, negative = inhibition, most hits filed as inhibitors | AID 743255 | recombinant USP1/UAF1, Ub-Rhodamine cleavage fluorescence; note: potency is the fitted concentration of half-maximal effect; % is set by controls: 0 for no effect and ±100 for the full control effect; nearly all actives have a fitted effect of over 60% in size; inactives centre near -12
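USP1/UAF1 complex at 1 nM was preincubated with compound for 15 min at room temperature, then Ub-Rho substrate (150nM final) was added. Fluorescence (480/540 nm) was read kinetically, 6 reads every 60 seconds.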
D2 agonist: activates the human D2 dopamine receptor. P14416. HEK293 T-REx D2 cells, calcium flux agonist mode. activation, % at 2 µM. actives 0.53% (n = 340,000);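 active = activation over 3 SD above normal in the single-dose calcium agonist read, cut at about 30% in these data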; note: 0% is about no effect
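Agonism is scored from calcium flux in a force-coupled, inducible HEK293 cell line expressing D2, read kinetically for 180 s after compound addition against dopamine controls.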
TRHR agonist: activates the human TRH receptor. activation, % at 2 µM. TRHR cells, calcium flux fluo-8, FDSS agonist mode. actives 0.18% (n = 360,000); in the data active = activation above about 30%; note: 0% is about no effect
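Read-out: compound-evoked intracellular calcium rise in TRHR cells, fluo-8 dye, kinetic FDSS fluorescence at 1 s/cycle following a 10-cycle baseline. Cells cultured overnight before dye loading (30 min–1.5 h, RT).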
D2 antag: antagonizes the human D2 dopamine receptor; P14416; HEK293 TREx D2 cells, calcium flux, dopamine EC80; inhibition, % at 10 µM; actives 2% (n = 340,000); AID 485344; in the data active = inhibition above about 30%; note: 0% is about no effect
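Antagonism is scored as inhibition of an EC80 dopamine-evoked calcium signal in a force-coupled, tetracycline-inducible HEK293 T-REx D2 line, with compound present 180 s before agonist.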
Pin1 inh: blocks the human prolyl isomerase Pin1; actives 0.009% (n = 390,000); Pin1 FP peptide displacement, HiFluor488, 10 min; Potency, µM (series often up to 115 µM), for inactives: at the highest dose activity, negative = inhibition, hits mostly inhibitors; AID 504891; Q13526; active = well fitted inhibition curve with a large enough effect in the polarisation, with a control signal flat, not every such curve was filed as active; inconclusive = small, poorly fitted or top-dose-only effect, or effect the other way, or a change in a side signal; inactive = no such curve, though single readings can be large or run the other way; the % refers to the polarisation; note: potency is the fitted concentration of half-maximal effect; % is set by controls: 0 for no effect and ±100 for the full control effect
Target sequence (Q13526 whole entry, looked up): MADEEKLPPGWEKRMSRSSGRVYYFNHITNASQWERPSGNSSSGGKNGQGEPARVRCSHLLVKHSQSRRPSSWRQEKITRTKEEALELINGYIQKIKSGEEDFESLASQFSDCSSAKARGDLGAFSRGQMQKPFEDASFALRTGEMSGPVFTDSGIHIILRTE
TrxR1 inh: rat TrxR1 inhibition | recombinant rTrxR1, NADPH fluorescence consumption, selenite substrate | Potency, µM (highest dose often 114 µM), inactives show at the highest dose activity change, negative = inhibition, hits mostly inhibitors | actives 1% (n = 390,000); note: potency is the fitted concentration of half-maximal effect; % is set by controls: 0 for no effect and ±100 for the full control effect; nearly all actives have a fitted effect of over 65% in size
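Rat TrxR1 (90 nM in the dispensed reagent) was pre-reduced with 400 uM NADPH for 5 min at room temperature, then incubated with compound for 15 min. After 400 uM selenite was added, NADPH fluorescence (Ex 340/Em 450 nm) was followed for 8 min.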
Numbers without * were called inactive; ? = inconclusive; / = no result given; [ ] = another dose, or the depositor's remark. Unless noted, calls come from the whole dose curve; as a rule, active = well fitted inhibition curve with a large enough effect; inconclusive = small, poorly fitted or top-dose-only effect; inactive = no such curve, though single readings can be large or run the other way. Not all compounds are listed, so the mix of outcomes need not match the whole.

SMILES	TrxR1 substrate	TRHR PAM	IDH1 R132H inh	USP1 inh	D2 agonist	TRHR agonist	D2 antag	Pin1 inh	TrxR1 inh
O=c1c2c([N+](=O)[O-])cc([N+](=O)[O-])cc2sn1-c1ccc(Br)cc1	-19%	5	0%	5%	0.6	0.5	7	-18%	-28%
CC1CC(C)CN(C(=O)CSc2nnc(-c3ccc(F)cc3)o2)C1 (configuration not stated)	-6%[57.1 µM]	5	14%	-14%	-2.6	-0.4	-1	-2%	18%[57.1 µM]
CCC(C)(C)NC(=O)CN(C(=O)C(=O)Nc1ccc2c(c1)OCCO2)C1CC1	3%[57.1 µM]	10	21%	-2%	-0.3	-0.2	-16	-9%	24%[57.1 µM]
Cc1ccccc1NCc1cccn1-c1nnc(N2CCC(C)CC2)s1	0%	4	9%	-17%	-2.3	-0.4	/	0%	17%
Cn1c(=O)cc(SCC(=O)NCCCN2CCN(c3ccccc3F)CC2)c2ccccc21	-4%	7	5%	-1%	75*	-0.7	92*	2%	2%
Cc1ccc(S(=O)(=O)N2[C@@H](c3ccccc3F)C(C(=O)O)=CC[C@H]2c2ccc(Cl)cc2)cc1	-7%[57.1 µM]	-6	2%	-29%	-1.6	-0.5	16	0%	11%[57.1 µM]
CCC1Oc2ccccc2N(CC(=O)NC2CCCCC2C)C1=O (configuration not stated)	-5%	-5	12%	-26%	0.6	-0.8	10	2%	-8%
O=C(c1ccc(Cl)c(S(=O)(=O)N2CCCC2)c1)N1CCCCC1	-16%	-4	1%	1%	0.3	0.2	9	-7%	-16%
Cc1ccc(NCc2ccc(O)c3ncccc23)cc1	3%	46*	-1%	-22%	-0.4	-0.5	-9	0%	0.5µM*
Cc1cc(NC(=O)Nc2nnc(N3CCCCC3)s2)ccc1Br	-4%	0	3%	-10%	/	-0.3	/	0%	5%
Cc1ccc(NC(=O)COC(=O)Cn2c(C)csc2=O)c([N+](=O)[O-])c1	0%	1	0%	-21%	-0.4	0.0	1	0%	9%
COc1ccc(C/C(N)=N/OC(=O)Cc2ccccc2)cc1	6%	6	-2%	-3%	-0.1	-0.8	9	0%	11%
CNC(=O)c1cc(C(=O)c2ccc(C(F)(F)F)cc2)c[nH]1	21%[57.1 µM]	3	0%	-16%	0.6	1.1	6	-8%	7%
Cc1cc(Cl)ccc1OCc1nc(-c2ccc(O)cc2)n[nH]1	-10%	1	-4%	-8%	/	0.3	/	-5%	9%
Cc1cccc(CSc2nnc(NC(=O)c3ccco3)s2)c1	-3%	18	-3%	-20%	0.2	-0.2	7	2%	4%
COc1ccc(S(=O)(=O)n2oc(=O)cc2-c2ccccc2)cc1OC	-6%	0	0%	-5%	-0.4	-0.6	6	-4%	?
O=C(NCCCn1ccnc1)c1cc(-c2ccc(Br)cc2)on1	5%	-1	7%	-4%	0.8	0.0	10	9%	23%
NCCNc1ccc2nnnn2n1	-11%	-9	1%	-12%	0.5	0.5	2	1%	10%[57.1 µM]
O=C(Nc1nnc(CSCc2ccc(Cl)cc2)s1)c1cccc([N+](=O)[O-])c1	3%[57.1 µM]	-3	24%	-11%	2.0	1.1	-1	1%	4%[57.1 µM]
S=C(N/N=C1\C2CN3CCN(C2)CC1(c1ccccc1)C3)Nc1ccccc1	-11%	7	1%	-7%	-0.3	0.2	-1	-5%	-23%
CC(C)CCN1CCC(C)(NC(=O)c2ccccc2)C1=O (configuration not stated)	-4%	0	3%	-11%	-0.4	0.1	4	3%	8%
CCN(CC)C(=O)CSc1nnc(CSc2ncccn2)n1C	1%	-6	-1%	-13%	0.4	0.2	-18	3%	-1%
Cc1onc(-c2ccccc2Cl)c1C(=O)N1CC(C)OC(C)C1 (configuration not stated)	3%	3	7%	-10%	1.0	0.0	-10	3%	15%
CN(CC(=O)Nc1ccccc1N1CCOCC1)S(=O)(=O)c1ccc(Cl)cc1	-7%	7	15%	-15%	1.0	-0.5	4	-2%	-1%
Cc1ccc(NC(=O)CN2C(=O)NC(C)(C3CC3)C2=O)c(C)c1 (configuration not stated)	6%	1	0%	-13%	-0.4	-0.1	8	6%	7%

D2 antag: what is marked active above
molecule	TrxR1 substrate	TRHR PAM	IDH1 R132H inh	USP1 inh	TRHR agonist	D2 antag	Pin1 inh	TrxR1 inh
Cn1c(=O)cc(SCC(=O)NCCCN2CCN(c3ccccc3F)CC2)c2ccccc21	-4%	7	5%	-1%	-0.7	92*	2%	2%

The results go on.
SMILES	TrxR1 substrate	TRHR PAM	IDH1 R132H inh	USP1 inh	D2 agonist	TRHR agonist	D2 antag	Pin1 inh	TrxR1 inh
COc1cccc(CN2CCN(Cc3cc4ccccc4[nH]3)CC2CCO)c1 (configuration not stated)	8%	-17	1%	-19%	31*	15	12	16%	33%
COc1ccc(C(=O)CSc2nc3ccccc3n2CC(=O)c2ccccc2)cc1	3%	4	3%	-5%	1.6	0.7	-5	-13%	11%
O=C(NCc1ccco1)c1c[nH]c2ccc(S(=O)(=O)N3CCOCC3)cc2c1=O	12%	-1	-1%	-1%	0.2	0.8	3	-11%	-20%
Nc1nc(SCC(=O)N2N=C3/C(=C/c4ccco4)CCCC3C2c2ccco2)n[nH]1 (configuration not stated)	-5%	2	4%	-24%	-0.2	-0.1	3	7%	7%[57.1 µM]
CC(Oc1ccc(Br)cc1)C(=O)Nc1ccc(S(=O)(=O)NC2=NCCCCC2)cc1 (configuration not stated)	-3%	/	4%	-19%	/	/	/	18%	5%
CCCCn1c(N)c(N(CC(C)C)C(=O)C2CCN(S(=O)(=O)c3ccccc3)CC2)c(=O)[nH]c1=O	6%	0	-4%	-20%	0.7	0.1	-5	4%	20%[57.1 µM]
Cc1ccc([N+](=O)[O-])cc1N(CC(=O)NC1CCCC1)S(C)(=O)=O	7%[57.1 µM]	-2	-5%	-9%	/	-4.0	/	5%	3%[57.1 µM]
CCOC(=O)c1ccc(CNC(=O)C2CCC(=O)N(Cc3cccc(OC)c3)C2)o1 (configuration not stated)	-8%	0	9%	-8%	1.3	0.3	2	0%	?
N#CCN1CCN(CCC(=O)Nc2ccc(OCc3ccccc3)cc2)CC1	-6%	13	3%	-5%	0.8	0.5	15	6%	-9%
CC(=O)c1cccc(NC(=O)Nc2ccc3c(c2)CCC3)c1	6%	-3	4%	-23%	2.0	0.5	8	0%	30%
Cn1c(=O)c2c(nc(OC/C=C/c3ccccc3)n2C)n(C)c1=O	8%	/	9%	6%	/	/	/	-6%	45µM*
COc1ccc(NS(=O)(=O)c2ccc(C)c(C(=O)NNC(=O)c3ccccc3O)c2)cc1	0%	1	-4%	-9%	0.4	-0.6	0	-3%	4%
COC(=O)c1cc(NC(=O)CN2CCOCC2)cc(C(=O)OC)c1	-9%	3	1%	-3%	6.8	0.3	-2	0%	-14%
COc1ccc(NC(=O)C2=C(C)Nc3ncnn3C2c2ccccc2C(F)(F)F)c(OC)c1 (configuration not stated)	21%	-5	6%	-12%	/	0.1	/	15%	14%[57.1 µM]
COc1ccc(F)cc1S(=O)(=O)NCCN1CCOCC1	-1%	-2	-4%	-12%	-2.0	0.2	8	-3%	17%
C(=NN1CCCCCC1)c1ccc2c(c1)OCO2	7%[57.1 µM]	/	17%	-15%	/	/	/	0%	9%[57.1 µM]
CN(CCc1ccccc1)C(=O)c1ccc(NC(=O)Cc2ccc(NC(=O)C3CCCN(C(=O)C4CCC4)C3)cc2)cc1 (configuration not stated)	2%	/	-6%[38.3 µM]	-28%	/	/	/	19%	15%
COc1ccc(C(=O)Nc2ccc(C(=O)OCC(=O)c3ccccc3)cc2)cc1	-2%	0	-7%	5%	/	0.3	/	0%	2%
COCCC(=O)N1CCC(Oc2ccc(C(=O)NCCc3cnn(C)c3)cc2)CC1	-4%	3	2%	-11%	0.6	0.2	0	-1%	10%
CC(C)CN(C(=O)c1cccc(Cl)c1)c1c(N)n(CC(C)C)c(=O)[nH]c1=O	8%	14	-6%	-14%	0.2	1.0	-1	9%	19%
CC1CC1C(=O)OCC(=O)NNC(=O)c1ccc([N+](=O)[O-])cc1 (configuration not stated)	-4%	0	1%	-11%	-0.1	0.6	-1	-11%	-1%

4 entries from above, ordered by SMILES length, falling.
SMILES	TrxR1 substrate	TRHR PAM	IDH1 R132H inh	USP1 inh	D2 agonist	TRHR agonist	D2 antag	Pin1 inh	TrxR1 inh
CCCCn1c(N)c(N(CC(C)C)C(=O)C2CCN(S(=O)(=O)c3ccccc3)CC2)c(=O)[nH]c1=O	6%	0	-4%	-20%	0.7	0.1	-5	4%	20%[57.1 µM]
COc1ccc(C(=O)Nc2ccc(C(=O)OCC(=O)c3ccccc3)cc2)cc1	-2%	0	-7%	5%	/	0.3	/	0%	2%
CC1CC1C(=O)OCC(=O)NNC(=O)c1ccc([N+](=O)[O-])cc1 (configuration not stated)	-4%	0	1%	-11%	-0.1	0.6	-1	-11%	-1%
N#CCN1CCN(CCC(=O)Nc2ccc(OCc3ccccc3)cc2)CC1	-6%	13	3%	-5%	0.8	0.5	15	6%	-9%
